HTR2A ag = agonists of mouse serotonin 5-HT2A receptor (HTR2A). activation, % at 7.6 µM. AID 624169. CHO-K1 mHTR2A beta-arrestin complementation, luminescence; percent of 30 µM serotonin response. hit rate 0.66% among 360,000. P35363;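 active means activation above a run cutoff, the mean activation of all tested compounds plus 3 SD, cut at about 14% in these data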;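 further: 0% = plate median of compound wells and 100% = 30 µM serotonin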
PDI inh = blocks human protein disulfide isomerase activity. PDI insulin aggregation turbidity, A650, 90 min. hit rate 0.052% among 350,000. inhibition, % at 10 µM;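 active means mean inhibition across replicates of 30% or more, whatever share of single replicates reach that level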;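 further: absorbance from insulin aggregation driven by PDI reduction with DTT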
Glyco luc inh = blocks N-linked glycosylation in D54 reporter cells | D54 ERlucT glycosylation luciferase reporter, 24 h; percent of 100 nM tunicamycin response | hit rate 0.23% among 360,000 | AID 588692 | reporter increase, % at 12.5 µM;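 active means mean luciferase reporter signal, scaled so untreated is 0 and the glycosylation-blocking control 100, at or above a set limit in every replicate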;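 further: luciferase carries N-glycosylation sites so blocking glycosylation raises the light; 0% = median of neutral control wells and 100% = median of 100 nM tunicamycin wells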
Granule exo inh = blocks lytic granule exocytosis; AID 651702; hit rate 0.66% among 360,000; inhibition, % at 10 µM; TALL-104 LAMP-1 surface exposure, flow cytometry; cells stimulated with thapsigargin and PMA;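 active means inhibition above about 55%, limit read from the data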
CaV13 ICDI inh = Primary screen for inhibitors of IQ motif and Ca2+-dependent inactivation inhibitor domain binding in CACNA1D, Förster resonance energy transfer in living cells, …; AID 743397; inhibition, % at 12.3 µM; hit rate 0.098% among 340,000; HEK cells, CFP/YFP FRET ICDI-IQ, plate reader, 10 min; percent FRET-ratio fall versus neutral wells;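 active means mean replicate inhibition of at least 30% and at least 1% of replicates passing that level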;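 further: 0% = median of the neutral control wells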
Vif imaging = blocks HIV Vif function; HEK293T cells, Vif self-association by quenched fluorescence, imaging, 24 h; inhibition, % at 7.49 µM; hit rate 0.35% among 340,000; AID 602346; in the data active means inhibition above about 50%, passing the limit was not always enough; further: some results filed as inactive read as strong as hits
Cardio protect = protects H9c2 cardiomyocytes from peroxide injury | H2O2 injury protection, ATPLite, 2 h | protection from H2O2 cell death, % at 20 µM | hit rate 0.63% among 360,000;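 active means compounds giving at least 50% protection of heart cells from peroxide-induced death in the single-dose screen, raw or plate-pattern-corrected value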;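 further: 0% = DMSO wells with peroxide and 100% = DMSO wells without peroxide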
iPSC survival up = increases survival of single human iPS cells; hiPSC single-cell survival, ATPlite luminescence; 100% = ROCK inhibitor wells, 0% = DMSO; survival enhancement, % at 20 µM; hit rate 0.044% among 360,000; AID 602274; in the data active means survival enhancement above about 18%;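 further: cells exposed to compounds for 16 hours before the ATP read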
aDG glyco act = alpha-DG glycosylation activation. Pro5-aDG cells, alpha-DG glycosylation AlphaScreen (IIH6); 0% Pro5, 100% B10-LARGE cell signal. activation, % at 10 µM. hit rate 0.22% among 360,000. AID 624168;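 active means activation of at least 8% versus controls, or a plate z-score of at least 8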;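 further: Pro5 are CHO cells carrying HIG-tagged alpha-DG that lacks glycosylation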
ABCB6 inh 2 = blocks the human ABCB6 transporter; AID 602162; Q9NP58; hit rate 0.19% among 360,000; K562-ABCB6 porphyrin accumulation, flow cytometry, 1 h; hits give low values; fluorescence ratio to DMSO, % at 10 µM;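 active means fluorescence ratio to DMSO below 75%, the collection mean minus 3 SD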;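 further: signal is porphyrin accumulated inside mitochondria; 100% equals median channel fluorescence of DMSO control wells; lower ratio means ABCB6 inhibition with less porphyrin fluorescence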
Target sequence (Q9NP58 whole entry, looked up): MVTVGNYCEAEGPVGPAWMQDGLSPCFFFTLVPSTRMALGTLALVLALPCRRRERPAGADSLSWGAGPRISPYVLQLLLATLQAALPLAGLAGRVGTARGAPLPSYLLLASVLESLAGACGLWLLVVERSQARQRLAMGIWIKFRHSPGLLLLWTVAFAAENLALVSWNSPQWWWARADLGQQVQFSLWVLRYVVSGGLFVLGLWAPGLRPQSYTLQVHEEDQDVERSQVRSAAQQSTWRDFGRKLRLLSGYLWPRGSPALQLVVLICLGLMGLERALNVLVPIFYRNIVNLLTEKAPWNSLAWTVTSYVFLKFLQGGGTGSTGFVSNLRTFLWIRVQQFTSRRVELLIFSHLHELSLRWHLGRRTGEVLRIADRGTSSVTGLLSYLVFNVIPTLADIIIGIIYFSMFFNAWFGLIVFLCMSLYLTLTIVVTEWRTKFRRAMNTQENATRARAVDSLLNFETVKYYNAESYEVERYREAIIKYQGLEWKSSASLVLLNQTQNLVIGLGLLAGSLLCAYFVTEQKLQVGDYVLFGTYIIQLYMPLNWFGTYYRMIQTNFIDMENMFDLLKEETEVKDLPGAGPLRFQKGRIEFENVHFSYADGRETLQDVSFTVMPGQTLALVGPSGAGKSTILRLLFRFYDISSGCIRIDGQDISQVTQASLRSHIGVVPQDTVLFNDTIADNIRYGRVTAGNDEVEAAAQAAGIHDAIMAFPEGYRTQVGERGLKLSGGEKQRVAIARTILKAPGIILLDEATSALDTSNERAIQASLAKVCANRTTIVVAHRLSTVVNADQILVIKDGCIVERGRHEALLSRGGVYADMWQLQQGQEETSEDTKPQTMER
An asterisk follows results filed as active; / = not tested or not shown.

Under each structure: Cardio protect, HTR2A ag, aDG glyco act, Glyco luc inh, Granule exo inh, iPSC survival up, ABCB6 inh 2, Vif imaging, PDI inh, CaV13 ICDI inh
#1 CCOC(=O)c1ccc(N2C(=O)CC(N(C)CCc3ccc(OC)c(OC)c3)C2=O)cc1 (stereo not given)
  -1.6, 2.2, 0.1, -1.3, 2.5, 2.7, 102.0, 3.0, 7.2, -5.7
#2 Cc1ccc(NC(=O)CN2C(=O)NC(Cc3c[nH]c4ccccc34)C2=O)cc1S(=O)(=O)N1CCCCC1 (stereo not given)
  2.7, 2.3, 0.1, 0.2, 1.0, 1.7, 96.0, 0.1, 7.0, -6.0
#3 Cc1nn(C(C)C(=O)N2CCc3ccccc32)c(C)c1[N+](=O)[O-] (stereo not given)
  8.0, -2.1, 0.1, -0.9, -1.1, 0.4, 99.0, 4.3, 0.1, /
#4 CCC12C(=Nc3c(Cl)cccc31)C[C@@H]1CCN3C(=O)CCC[C@H]2[C@H]13 (stereo not given in full)
  3.3, -5.2, -0.1, 1.2, 3.6, 1.0, 95.0, 26.7, 2.3, -10.8
#5 CCOC(=O)c1[nH]c(C)c(C(=O)OCC(=O)NC2CCS(=O)(=O)C2)c1C (stereo not given)
  1.2, 1.9, 0.1, 0.4, 1.1, 1.1, 86.0, -10.7, 7.3, 3.6
#6 COc1ccc(OC)c(NC(=O)NNC(=O)CCCOc2ccc(Cl)cc2C)c1
  -13.7, -1.8, 0.6, 1.8, -1.5, -0.4, 102.0, -3.1, -8.6, -6.4
#7 O=C(COC(=O)c1ccc(Sc2ccccc2)c([N+](=O)[O-])c1)NC1CCCc2ccccc21 (stereo not given)
  12.6, 2.5, -0.4, 0.1, 4.2, 0.9, 82.0, -0.8, -6.1, -1.9
#8 Cc1ccc(NC(=O)c2oc3ccc(S(=O)(=O)N4CCOCC4)cc3c2C)c(C)c1
  2.8, 6.2, 0.3, -4.1, 4.5, 0.5, 100.0, -2.3, -5.1, -5.5
#9 COc1ccc(NS(=O)(=O)c2ccc(NS(=O)(=O)c3cccc(C(=O)O)c3)cc2)cc1
  -1.5, -3.8, 0.1, 1.6, 21.4, -0.4, 101.0, -4.8, 4.7, -3.1
#10 Cc1ccc(NC(=O)c2ccccc2Cl)c(Cl)c1
  -8.8, -0.5, 0.3, -1.3, -1.0, 0.5, 100.0, 11.4, -9.7, -4.1
#11 CCOC(=O)c1cc2c(C)nn(-c3ccccc3)c2s1
  -10.6, -2.7, 0.2, 2.8, -4.4, -1.3, 95.0, 17.8, -7.9, -5.0
#12 COc1ccc(Cl)cc1NC(=O)C1CCCN(c2cc(C)nc3ncnn23)C1 (stereo not given)
  -5.1, -1.9, 0.4, -0.6, 0.2, 0.2, 100.0, /, 2.8, -4.2
#13 O=C(CS(=O)(=O)Cc1ccccc1)Nc1cccnc1
  3.5, 1.7, -0.4, 1.8, 0.0, -1.8, 93.0, 3.1, 3.8, -5.6
#14 O=C1Nc2ccccc2Nc2ccc([N+](=O)[O-])cc21
  37.1, -7.2, 0.0, 1.2, -3.3, 1.3, 92.0, -2.6, 11.0, -3.2
#15 O=C(NCCC1=CCCCC1)C1CCC(=O)N(Cc2ccc(Cl)cc2)C1 (stereo not given)
  -0.2, -4.2, -0.4, -1.3, -2.6, 0.0, 98.0, 4.0, 3.5, -2.4
#16 CCC(C)(C)n1nnnc1C(c1cc2cc(OC)c(OC)cc2[nH]c1=O)N1CCc2ccccc21 (stereo not given)
  8.7, -4.2, -0.2, -0.6, -1.1, -0.6, 107.0, 4.7, 4.3, -4.0
#17 Cc1ccc2c(COC(=O)CNS(=O)(=O)c3ccccc3)cc(=O)oc2c1
  13.3, -7.4, 0.3, 0.7, 1.1, 1.3, 101.0, -0.5, 14.5, -2.2
#18 CCCCCn1c(SCc2cccc(C)c2)nc2c1c(=O)[nH]c(=O)n2C
  1.0, 3.1, -0.1, 1.2, 5.1, 3.6, 92.0, -3.8, -4.9, -5.3
#19 NC(=O)CNC(=O)[C@@H]1CC2(CC(c3ccc(Cl)cc3)=NO2)CN1C(=O)c1ccccc1 (stereo not given in full)
  2.3, -0.2, 0.8, 0.0, 0.1, 0.0, 97.0, 2.8, -0.9, -11.3
#20 CCOC(=O)C1CCCN(C(=O)c2cc(F)ccc2C)CC1 (stereo not given)
  -2.9, 8.9, 1.4, 0.6, 1.2, 4.3, 101.0, 12.7, -0.7, -6.6
#21 CCN(CC)CCOc1ccc(/C(=C(\Cl)c2ccccc2)c2ccccc2)cc1
  -44.9, -0.6, 0.6, -2.2, 5.2, -0.7, 97.0, 9.2, 10.2, -5.1
#22 O=C(c1cn(-c2ccccc2)nc1-c1ccc(F)cc1)N1CCCCC1
  -7.6, -1.5, 0.4, -0.7, 5.2, -0.6, 100.0, -23.2, 1.0, /
#23 CN(C)S(=O)(=O)c1ccc(Cl)c(C(=O)Nc2cccc3ncccc23)c1
  0.6, -8.6, 0.0, -2.2, -3.7, 0.7, 83.0, 3.6, -5.6, -7.2
#24 Cc1ccnc(NS(=O)(=O)c2ccc(NC(=O)C34CC5CC(CC(C5)C3)C4)cc2)n1
  1.5, 3.0, 0.1, -1.6, 3.2, -0.3, 106.0, 8.1, -2.0, -4.1
#25 Cc1ccc(N2CC(C(=O)Nc3ccc(S(=O)(=O)Nc4ncccn4)cc3)CC2=O)cc1C (stereo not given)
  -1.2, -5.1, 0.0, 0.7, 4.2, 0.5, 100.0, 12.2, -49.2, -2.8
#26 COc1ccc(CNC(=O)c2cccs2)cc1
  -0.7, 1.4, -0.1, -0.1, -2.9, -0.2, 102.0, -0.5, -2.6, -8.6
#27 CC1CCN(S(=O)(=O)c2ccc3ncn(CC(=O)N4CCN(C)CC4)c(=O)c3c2)CC1
  7.0, -0.1, 0.0, 0.1, -4.3, 1.2, 93.0, 4.3, 17.3, -0.7
#28 CN1C(=O)c2cccc3c(S(=O)(=O)N4CCCC4C(=O)O)ccc1c23 (stereo not given)
  -0.4, 8.6, -0.1, -0.1, 2.0, -0.5, 88.0, 14.5, -0.7, -3.4
#29 c1ccc(-n2nnnc2-c2cnc(-c3ccncc3)nc2-c2cccs2)cc1
  9.2, 1.5, -0.1, /, 4.2, 3.3, 100.0, /, -8.1, 13.8
#30 CCn1c(SCC(=O)Nc2nc(C)c(C)s2)nnc1-c1cccnc1
  -1.7, -0.9, 0.1, 0.8, -3.3, -1.7, 94.0, 0.4, 13.3, -8.0
#31 O=C(NC1CCCC1)c1cc(-c2ccc(F)cc2)on1
  0.7, 3.8, 0.0, -1.8, -0.9, 3.2, 96.0, 0.2, -1.7, -2.8
#32 Cc1ccc(Cc2c(-c3ccc(F)cc3)nc3cc(C)ccn23)cc1
  -13.8, -1.2, 0.3, -4.9, -2.5, 1.0, 101.0, 21.6, -2.5, -11.5
#33 CC1=NOC(=O)/C1=C\c1ccc(-c2ccc(Cl)cc2Cl)o1
  -26.8, -0.8, 0.5, 4.8, 96.2*, -2.7, 102.0, /, -0.2, -3.3
#34 CC(C)C(=O)Nc1ccc2c(c1)nc(CCN1CCN(c3ccccc3)CC1)n2C
  0.3, -5.8, -0.1, -1.4, 1.0, -0.4, 101.0, -7.5, -11.3, -5.3
#35 COc1ccccc1NC(=O)CC(NCCN(C)C)C(=O)O (stereo not given)
  -3.1, 10.8, 0.0, 2.8, -3.5, 3.0, 93.0, -9.5, -7.0, -4.1
#36 OCC1OC(n2cnc3c(/C=C(\O)c4ccccc4)ncnc32)C(O)C1O (stereo not given)
  5.7, -0.6, 0.7, -7.2, -4.0, -0.8, 95.0, 5.0, 2.4, -4.9
#37 Cc1ccc(C(O)P(=O)(OC2CCCCC2)OC2CCCCC2)cc1 (stereo not given)
  -7.2, -2.8, 0.3, -0.9, 2.7, 1.4, 100.0, -7.8, -0.1, -4.1
#38 CCn1ccc(C(=O)Nc2ncc(C)s2)n1
  -9.2, 1.5, 0.0, -13.2, -7.3, -0.3, 103.0, -3.4, -14.0, -6.0
#39 CCCCCCCn1c2c(c(=N)c3c1CCC3)CCCC2
  -30.0, -7.7, 5.7, 12.1, 21.2, -4.3, 96.0, -10.2, -4.5, -18.5
#40 Cc1cc(C)c2c(=O)n3c(nc2c1)C(Cc1ccccc1)NC(=O)c1cccnc1-3 (stereo not given)
  -14.9, -4.0, -0.3, -0.5, 2.9, -1.4, 101.0, 4.1, -1.2, -8.4
#41 CC(C)CCOc1ccc(C(=O)NNC(=O)CNC(=O)c2ccccc2F)cc1
  1.5, -4.8, 0.0, -0.2, 19.3, -3.9, 94.0, 6.4, -1.8, -5.1
#42 O=C(Nn1cnnc1)C1Cc2ccccc2CN1S(=O)(=O)c1ccc(F)cc1 (stereo not given)
  8.6, 0.6, 0.0, 4.2, -0.7, -0.3, 94.0, -10.7, 4.2, -8.4
#43 COc1ccccc1/C=C1\SC(=S)N(CCC(=O)Nc2cc(C)on2)C1=O
  4.3, -1.1, 0.0, -1.9, 3.3, -0.8, 94.0, 7.1, -13.7, -2.9
#44 CSc1cccc(NC(=S)NCCCO)c1
  7.1, -1.4, -0.1, 1.6, -2.0, 0.8, 96.0, 1.0, -0.6, 4.5
#45 Cc1nnc2n(-c3ccccc3)c(=O)c3c4c(sc3n12)CCCC4
  0.9, 4.8, 0.4, 4.1, -1.5, 3.5, 101.0, -7.4, -1.5, 4.7
#46 CCOC(=O)c1[nH]c2c(c1C)C(=O)CC(c1ccc(OC)c(OC)c1)C2 (stereo not given)
  -3.7, -0.6, 0.1, -2.2, -2.6, -0.5, 87.0, 1.5, 14.5, -1.3
#47 O=C(O)c1ccc(/C=N/Nc2ncc(Cl)cc2Cl)cc1
  -1.9, 4.9, 0.1, 2.0, 9.0, 0.5, 92.0, -14.6, 5.2, -18.3
#48 COc1ccc2cc(C#N)c(N3CCOCC3)nc2c1
  12.9, -5.5, -0.2, 1.8, 2.3, 0.0, 106.0, 8.4, -26.2, -6.1
#49 COC(=O)C1CCN(c2cc(=O)n(C3CCCCC3)c(=O)[nH]2)CC1
  7.2, -0.3, -0.1, 1.3, 1.4, -1.5, 103.0, -4.6, 1.6, /
#50 CC(=O)NCCC(Cc1ccccc1)c1ccco1 (stereo not given)
  -2.3, 7.2, 0.0, -0.8, -0.8, 8.3, 87.0, -1.7, 13.8, -1.8
#51 O=C1NC(c2ccncc2)Nc2sc3c(c21)CCCC3 (stereo not given)
  8.3, -4.1, -0.2, 2.2, -2.5, 1.5, 97.0, -0.3, -4.9, -9.2
#52 CC(=O)c1cccc(NS(C)(=O)=O)c1
  3.2, -0.1, 0.0, -0.1, -2.5, -0.9, 99.0, /, -4.8, -4.0

Screening data deposited in PubChem by several laboratories.
